Source: PubChem (National Center for Advancing Translational Sciences (NCATS))
EPAC2 agonist = agonists of human EPAC2 (RAPGEF4); Q8WZA2; EPAC2 activation, biochemical qHTS; response scale: 100% = 6.5 mM cAMP response; Potency, µM (series often up to 154 µM), for the others: at the highest dose activation, usual class: activators; 360,000 tested, 0.079% active; AID 720711; further: potency means the concentration at half of the fitted maximal effect; nearly all actives have a fitted effect of over 50% in size
Target sequence (Q8WZA2 whole entry, looked up): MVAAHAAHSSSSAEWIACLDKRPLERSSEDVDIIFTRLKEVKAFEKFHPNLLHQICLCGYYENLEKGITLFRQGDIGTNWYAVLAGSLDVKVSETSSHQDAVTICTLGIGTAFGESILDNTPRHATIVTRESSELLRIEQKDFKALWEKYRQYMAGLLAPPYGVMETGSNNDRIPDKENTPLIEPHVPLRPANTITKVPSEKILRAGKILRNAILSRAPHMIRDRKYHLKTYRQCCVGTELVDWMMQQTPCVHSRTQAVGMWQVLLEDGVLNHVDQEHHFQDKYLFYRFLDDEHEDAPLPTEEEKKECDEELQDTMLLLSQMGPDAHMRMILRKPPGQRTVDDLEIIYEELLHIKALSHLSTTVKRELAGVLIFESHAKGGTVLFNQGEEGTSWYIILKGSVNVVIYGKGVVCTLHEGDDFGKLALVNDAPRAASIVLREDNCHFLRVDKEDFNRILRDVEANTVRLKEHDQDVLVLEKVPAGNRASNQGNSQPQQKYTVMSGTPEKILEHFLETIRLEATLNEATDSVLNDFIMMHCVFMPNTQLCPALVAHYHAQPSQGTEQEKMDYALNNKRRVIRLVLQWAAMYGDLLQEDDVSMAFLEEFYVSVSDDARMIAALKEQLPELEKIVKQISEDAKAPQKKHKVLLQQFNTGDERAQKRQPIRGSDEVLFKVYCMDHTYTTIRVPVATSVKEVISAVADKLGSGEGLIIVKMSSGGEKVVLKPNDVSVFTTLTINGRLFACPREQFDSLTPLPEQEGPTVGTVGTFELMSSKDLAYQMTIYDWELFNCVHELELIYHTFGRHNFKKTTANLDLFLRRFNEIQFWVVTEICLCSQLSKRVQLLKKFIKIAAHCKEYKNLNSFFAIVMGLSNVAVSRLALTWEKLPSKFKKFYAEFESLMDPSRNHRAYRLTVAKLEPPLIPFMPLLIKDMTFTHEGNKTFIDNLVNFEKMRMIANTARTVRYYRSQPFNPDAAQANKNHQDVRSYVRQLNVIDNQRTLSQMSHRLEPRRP
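Readout is BODIPY fluorescence (480 nm excitation, 540 nm emission), which falls as labeled GDP is exchanged off Rap1B. EPAC2 at 100 nM acted on 250 nM RAP1B-BODIPY-GDP with 50 uM GDP present.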
ATXN viability = reduces viability in counter-screen for ATXN expression inhibitors | 400,000 tested, 0.49% active | Potency, µM (doses to about 56.7 µM), usual class: cytotoxic | S2 cells (HEK-293 line with an ATXN2-luciferase reporter) viability, CellTiter-Fluor protease fluorescence, 24 h; further: potency means the concentration at half of the fitted maximal effect; nearly all actives have a fitted effect of over 40% in size
Nrf2 activator = Nrf2 pathway activation | AREc32 ARE-luciferase reporter (MCF7-derived line), luminescence, 24 h | 410,000 tested, 0.31% active | AID 624171 | Potency, µM (highest dose often 46.1 µM), inactives show top-dose activation, usual class: activators; further: potency means the concentration at half of the fitted maximal effect; % of control where 0% means no effect; nearly all actives have a fitted effect of over 65% in size
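Reporter line AREc32 (ARE-Fluc), seeded overnight in OPTI-MEM with 5% FBS; compound pin-transferred, 24 hr at 37 deg C, 5% CO2; luminescent read-out.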
A549 tox = kills or reduces viability of A549 cells in Nrf2 counter-screen; A549 ARE-Fluc cells, CellTiter-Fluor viability, 18-24 h; Potency, µM (titrated, usually from 46 µM), for inactives: top-dose activity change, negative = cytotoxicity, hits mostly inhibitors; 390,000 tested, 0.16% active; AID 504648; further: potency means the concentration at half of the fitted maximal effect; on the % scale 0 is the no-effect control and ±100 the full control effect
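Cytotoxicity counterscreen: CellTiter-Fluor fluorescence was measured in A549 ARE_Fluc cells after 18-24 h of compound exposure in a concentration series. The subsequent BugLite luminescent read reports ARE-luciferase activity.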
TGFb SMAD3 inh = blocks TGF-b signaling | 410,000 tested, 1.2% active | Potency, µM (doses to about 46.1 µM), for the others: at the highest dose activity, negative = inhibition, hits mostly inhibitors | AID 588855 | HepG2 CAGA-GFP TGF-b/SMAD3 reporter, GFP fluorescence, 18 h; TGF-beta stimulated, 500 pg/mL final; further: potency means the concentration at half of the fitted maximal effect; on the % scale 0 is the no-effect control and ±100 the full control effect; nearly all actives have a fitted effect of over 65% in size
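Cell-based qHTS in HEPG2 carrying a CAGA-GFP Smad reporter; compounds added before 500 pg/mL final TGF-beta, 18 h incubation at 37 degrees C, GFP fluorescence quantified per cell by imaging cytometry.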
ATXN2 expr inh = reduces ATXN2 reporter expression in HEK-293 cells; HEK-293 ATXN2-luciferase reporter, luminescence, 24 h; 360,000 tested, 0.72% active; Potency, µM (titrated, usually from 57 µM), for the others: at the highest dose activity change, negative = inhibition, usual class: inhibitors; further: potency means the concentration at half of the fitted maximal effect; on the % scale 0 is the no-effect control and ±100 the full control effect; nearly all actives have a fitted effect of over 55% in size
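ATXN2-luciferase reporter cells (luciferase flanked by upstream and downstream ATXN2 gene portions) were treated 24 h at 37 °C with compounds at up to 57 uM. SteadyGlo luminescence gave expression; GF-AFC fluorescence gave viability.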
Nrf2 inh = inhibitors of Nrf2 signaling; Potency, µM (series often up to 46 µM), for the others: at the highest dose activity change, negative = inhibition, most hits filed as inhibitors; A549 ARE-Fluc reporter, luciferase luminescence, 18-24 h; AID 504444; 360,000 tested, 2.1% active; further: potency means the concentration at half of the fitted maximal effect; on the % scale 0 is the no-effect control and ±100 the full control effect; nearly all actives have a fitted effect of over 60% in size
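In this cell-based qHTS, ARE-driven firefly luciferase in A549 cells reports Nrf2 activity; the luminescent signal after BugLite lysis is the measured value, with a prior CellTiter-Fluor read for cell health.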
IL2 activator = IL-2 activation; 360,000 tested, 0.065% active; AID 652025; activation, % (series mostly up to about 46 µM); IL-2 activation reporter assay, cell-based qHTS; stimulated with anti-CD3/CD4/CD28 beads; in transgenic mouse T cells; in the data active means activation above about 50%; inconclusive means mostly about 30% to 49%; further: 0% is about no effect
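Readout is EGFP and DsRed signal by fluorescent plate cytometry after 18 h at 37 degrees C. Transgenic mouse T cells (750/well) received compound for 60 min before bead stimulation (anti-CD3, anti-CD4, anti-CD28); memory T cells served as non-tolerant control.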
HepG2 tox = HepG2 cytotoxicity, counter-screen for TGF-b inhibitors. HepG2 CAGA-GFP viability, ATP luminescence, 18 h. Potency, µM (highest dose often 46.1 µM), for inactives: at the highest dose activity change, negative = cytotoxicity, hits mostly cytotoxic. 410,000 tested, 0.76% active. AID 588856; further: potency means the concentration at half of the fitted maximal effect; some results filed as inactive show a strong effect at the top dose
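CellTiter-Glo luminescence gave cytotoxicity after 18 hours at 37 degrees C. The cells were HepG2 CAGA-GFP in 1% FBS DMEM, stimulated with 500 pg/mL TGF-beta after compound addition. %Activity was normalised to no-cell wells (complete cell-killing) and DMSO (no toxicity), and curves were fitted and classified.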
Active calls of the source: *; i = inactive; ? = inconclusive; . = no result given; & = joins results of further samples; [ ] = dose if it differs, or a comment. Unless noted, the call rests on the fitted dose curve; in most records, active means well fitted curve in the direction sought with a large enough effect; inconclusive means small, poorly fitted or top-dose-only effect, or another doubt; inactive means no such curve, though single readings can be large; an effect the other way counts as inactive or inconclusive.

Values run as follows: ATXN2 expr inh	EPAC2 agonist	Nrf2 inh	IL2 activator	Nrf2 activator	A549 tox	ATXN viability	HepG2 tox	TGFb SMAD3 inh
> CCOC(=O)[C@]12Cc3cc(OC)ccc3[C@H]1N(Cc1ccccc1)C(=O)c1ccccc12
 : ?	11%	?	-3.0	4.3%	-20%	?	-13%&10%	?
> O=C(Nc1ccc(Cl)c(C(F)(F)F)c1)c1ccc2c(c1)CCN2S(=O)(=O)c1ccccc1
 : .	.	?	.	-0.7%	-19%	.	-21%	-21%
> Cc1ccc(S(=O)(=O)N2CCCCC2)cc1NC(=O)CN1CC=C(c2ccccc2)CC1
 : -11%	8%	?	-4.7	-0.5%	-13%	i	-4%	-1%
> CNCCc1c(C)n[nH]c1C
 : 2%	9%	13%	0.2	-0.9%	7%	i	9%	-10%
> CC(C)CCn1c(N)c(C(=O)OCC2CCCO2)c2nc3ccccc3nc21 (stereo not given)
 : -8%	5%	?	-0.1	8.8%	-17%	i	-24%	?
> CCN(CC)C(=O)c1ccc(NC(=O)c2sccc2-c2ccccc2)cc1
 : -17%	9%	-7%	-5.7	0.1%	5%	i	-14%	-24%
> O=C(Nc1ccccc1[N+](=O)[O-])c1ccc(S(=O)(=O)N2CCCC2)cc1
 : -8%	8%	19%	-3.1	?	-3%	i	7%	-2%
> O=c1c2ccccc2nc(Cc2cccc([N+](=O)[O-])c2)n1-c1ccc(O)cc1
 : -8%	5%	-5%	-1.8	-0.6%	-13%	i	17%	10%
> CCOC(=O)C(O)(c1cn(C)c2ccccc12)C(F)(F)F (stereo not given)
 : -10%	14%	.	-0.5	0.3%	16%	i	1%	-18%
> COC1CC2C=C(C)C=CC=CC(=O)NC(c3ccccc3)CC=CCCC(O)CC(=O)C2=C1O (stereo not given)
 : 2.8µM*	3%	.	-0.6	-3.1%	.	14µM*	-110%	?
> COc1cc2c3cc1Oc1c(OC)c(OC)cc4c1[C@H](Cc1ccc(cc1)Oc1cc(ccc1O)C[C@H]3N(C)CC2)N(C)CC4
 : -11%	5%	-11%	-2.9	4.5%	13µM*	14µM*	-51%	?
> Cc1cccc(C)c1-n1nnnc1C(c1cccc2ccccc12)N1CCC(n2c(=O)[nH]c3ccccc32)CC1 (stereo not given)
 : 12%	12%	.	-0.6	0.4%	.	i	-16%	-25%
> CCOc1cc(C=C2C(=O)NC(=S)NC2=O)ccc1O
 : -7%	15%	-6%	-0.7	0.1%	2%	i	1%	-9%
> COc1ccc(C(C)=O)cc1Cc1c(O)[nH]c(=S)[nH]c1=O
 : 3%	4%	0%	-1.4	-0.1%	1%	i	9%	-9%
> C[C@]12CCC3C(CC[C@H]4C[C@H](O)CC[C@]34C)C1C[C@H](O)[C@H]2O (stereo not given in full)
 : -2%	3%	-4%	0.1	0.3%	1%	i	1%	-6%
> CC(C)(C)[C@]1(O)C[C@@H]2OC(=O)C[C@@]23C(=O)O[C@@H]2OC(=O)[C@H](O)[C@]213
 : -8%	-3%	19%	-0.1	-0.2%	2%	i	2%	-1%
> O=c1[nH]c(=O)n(Cc2ccccc2)c(O)c1C=NCCN1CCOCC1
 : -8%	5%	2%	0.3	0.4%	0%	i	-47%	-14%
> O=[N+]([O-])c1ccc(N2CCNCC2)c(Cl)c1
 : -12%	-3%	4%	1.6	0.0%	6%	i	2%	-8%
> CN1CCN(S(=O)(=O)c2cnc(Cl)c(Br)c2)CC1
 : 13%	4%	4%	-0.6	22%	-2%	i	9%	1%
> CCC(c1nnnn1C1CCCC1)N1CCC2(CC1)C(=O)NCN2c1ccccc1 (stereo not given)
 : 0%	6%	.	-0.1	-0.8%	.	i	-46%	8%
> C=CCn1c(=O)c(C=Nc2cccc([N+](=O)[O-])c2)c(O)n(CCCC)c1=O
 : -5%	18%	-10%	0.6	0.8%	-12%	?	-23%	7%
> Oc1cc(Cl)cc(Cl)c1Cl
 : -10%	7%	3%	-0.3	-0.7%	-3%	i	-25%	?
> COc1ccc(N2C(=O)NC(=O)/C(=C\c3cn(C)c4ccccc34)C2=O)cc1
 : .	?	20%	2.4	2.2%	11%	i	1%	129%[activator]
> CCc1ccc(CNCCc2c[nH]c3ccccc23)cc1
 : .	5%	-5%	1.8	-1.5%	2%	i	-87%	?
> COC(=O)[C@@]12CCCCN1[C@H](c1ccc(-c3ccc(Cl)c(Cl)c3)c(OC)c1)[C@H]1C(=O)N(C)C(=O)[C@H]12
 : 9%	-2%	-1%	0.4	-0.2%	-7%	i	3%	15%
> Cc1c(N=Cc2c(O)n(CCc3ccc(F)cc3)c(=O)[nH]c2=O)c(=O)n(-c2ccccc2)n1C
 : -22%	-4%	-13%	-0.2	3.2%	-25%	i	-1%	-7%
> Clc1cccc(Cl)c1NC1=NCCS1
 : .	-1%	.	-3.5	-0.8%	.	i	-12%	-3%
> O=C(O)c1cccc(N=Nc2c(O)[nH]c(=O)[nH]c2=O)c1
 : -6%	1%	0%	-0.9	-0.5%	?	?	-32%	2%
> COc1ccc(-n2nc(C(=O)NCC(=O)N3CCC4(CC3)OCCO4)c3ccccc3c2=O)cc1OC
 : 45%[activator]	7%	-6%	0.3	2.2%	10%	i	-10%	10%
> CN1CCN(c2ccc(C=O)cc2)CC1
 : 5%	-1%	5%	1.8	-0.4%	6%	i	-15%	0%

Compound profiles (already shown). Screens in order: ATXN2 expr inh | EPAC2 agonist | Nrf2 inh | IL2 activator | Nrf2 activator | A549 tox | ATXN viability | HepG2 tox | TGFb SMAD3 inh
`CN1CCN(c2ccc(C=O)cc2)CC1` is listed as 5% | -1% | 5% | 1.8 | -0.4% | 6% | i | -15% | 0%
`COC1CC2C=C(C)C=CC=CC(=O)NC(c3ccccc3)CC=CCCC(O)CC(=O)C2=C1O` (stereo not given) is listed as 2.8µM* | 3% | . | -0.6 | -3.1% | . | 14µM* | -110% | ?
`O=C(O)c1cccc(N=Nc2c(O)[nH]c(=O)[nH]c2=O)c1` is listed as -6% | 1% | 0% | -0.9 | -0.5% | ? | ? | -32% | 2%
`CCc1ccc(CNCCc2c[nH]c3ccccc23)cc1` is listed as . | 5% | -5% | 1.8 | -1.5% | 2% | i | -87% | ?
`Cc1c(N=Cc2c(O)n(CCc3ccc(F)cc3)c(=O)[nH]c2=O)c(=O)n(-c2ccccc2)n1C` is listed as -22% | -4% | -13% | -0.2 | 3.2% | -25% | i | -1% | -7%

(list continues)
Values run as follows: ATXN2 expr inh	EPAC2 agonist	Nrf2 inh	IL2 activator	Nrf2 activator	A549 tox	ATXN viability	HepG2 tox	TGFb SMAD3 inh
> COc1ccc(Cn2c(O)c(/C=N/NC(=O)c3ccccc3)c(=O)[nH]c2=O)cc1
 : -1%	14%	16%	1.2	1.8%	2%	i	4%	2%
> CN1C(=O)C(Cc2cccc3ccccc23)C(=O)N(C)C1=O
 : -1%	4%	-7%	-1.8	3.7%	-3%	?	-5%	0%
> Cc1ccc(-c2nnc(Nc3ccc(O)cc3)c3ccccc23)cc1S(=O)(=O)N1CCOCC1
 : ?	.	?	.	-1.0%	-5%	?	-10%	?
> CCOP(=O)(OCC)C(C)(C)NC(=O)C(Cl)(Cl)Cl
 : -1%	12%	3%	-3.9	-0.4%	0%	i	0%	-8%
> CC(CN(C)C1CCN(C)CC1)c1ccccc1 (stereo not given)
 : -30%	6%	24%	0.0	0.4%	-16%	i	-2%	0%
> CS(=O)(=O)c1ccc(C2=C(CNC(=O)c3cccnc3)[C@H]3CC[C@@H](C2)N3Cc2ccco2)cc1
 : 11%	7%	.	2.5	0.2%	.	i	-56%	-30%
> c1cc2c(cc1N1CCOCC1)CNCc1cnnn1-2
 : 0%	4%	.	-0.5	-0.5%	.	i	0%	4%
> CCOC(=O)C1(CCOc2ccccc2)CCN(C2Cc3ccccc3C2)CC1
 : -16%	5%	-27%	0.4	-0.4%	1%	i	-13%	8%
> CCOc1ccc(CN(CCc2ccc3c(c2)OCO3)Cc2cccc(Br)c2)cc1
 : .	.	8%	.	0.3%	-1%	.	-47%	0%
> CCOC(=O)CC1c2ccccc2-n2nncc2CN1CC1CCCCC1 (stereo not given)
 : -2%	-3%	.	-3.8	3.3%	.	i	-28%	1%
> O=P(Oc1ccccc1)(Oc1ccccc1)c1ccccc1
 : .	12%	-12%	1.6	-0.1%	-13%	i	-18%	-26%
> COc1ccc(C=C2C(=O)N(C)C(=O)N(C)C2=O)cc1COc1ccc(NC(C)=O)cc1
 : 3%	14%	3%	1.6	-0.2%	0%	i	21%	10%
> N[C@@H](Cn1oc(=O)[nH]c1=O)C(=O)O
 : 1%	7%	-20%	-0.5	0.5%	-2%	i	2%	-6%
> OCC[N+]12CCC(CC1)C(C(O)(c1ccccc1)c1ccccc1)C2 (stereo not given)
 : -2%	7%	1%	-2.0	-1.7%	1%	i	3%	13%
> CCCCCn1c(=O)c(C(=O)Nc2c(C)n(C)n(-c3ccccc3)c2=O)c(O)c2ccccc21
 : -26%	-21%	-4%	1.5	0.2%	-2%	i	-12%	17%
> Cc1ccc(-n2nc3c(N4CCC(C(=O)NCCc5ccccc5)CC4)nnc(C)c3c2C)cc1
 : -21%	.	-27%	.	5.2%	-10%	i	-27%	?
> O=C(O)c1ccc(-[n+]2c(-c3ccccc3)cc(-c3ccccc3)cc2-c2ccccc2)cc1
 : 0%	7%	10%	-0.9	0.2%	-1%	i	21%	24%
> CN1CCC(N(C)c2ccc(C(N)=O)cc2[N+](=O)[O-])CC1
 : 7%	2%	9%	-1.5	0.1%	-3%	i	-1%	-17%
> CN1C(=O)C(Cc2ccccc2)C(=O)N(C)C1=O
 : 4%	-2%	3%	-2.4	-1.0%	-5%	?	3%	0%

A portion of the library; the hit share may differ from the screen's.
